# Screens from PubChem.
# SMARCA2 activ: SMARCA2 (BRM) function activators, primary screen, cell-based, luminescence, high throughput | MG213 cells, MMTV-luciferase reporter, dexamethasone, overnight | activation, % at 9.1 µM | 370,000 tested, 1% active | AID 652017, 2013; in the data active = activation above about 7.8%;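 also: 0% = vehicle wells and 100% = reference activator wells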
# GAA850 FXN act: FXN promoter activators, primary screen, cell-based, luciferase luminescence, HEK293 lucGAA850 | 360,000 tested, 0.56% active | activation, % at 6 µM | HEK293 lucGAA850 FXN promoter luciferase reporter, 24 h; percent of 10 µM SAHA response | AID 540364, 2011;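 active = activation above the average of all compounds screened plus 3 SD, cutoff fixed separately per campaign, cut at about 7.5% in these data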;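 also: 0% = DMSO wells and 100% = 10 µM SAHA wells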
# hcDAF-12 act: H. contortus DAF-12 nuclear receptor activators, primary screen, cell-based, luminescence, HEK293, lit1-tk-luc reporter; HEK293 hcDAF-12 lit1-tk-luc reporter; 0% DMSO, 100% Δ7-dafachronic acid; activation, % at 6.8 µM; 370,000 tested, 1.4% active; AID 652067, 2013;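 active = activation above the mean of all tested compounds plus 3 SD, cut at about 5.5% in these data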;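 also: 100% = response to 3 µM Δ7-dafachronic acid high control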
# hgDAF12 agonist: H. glycines DAF-12 receptor agonists, primary screen, cell-based, luminescence, HEK293, GAL4 fusion, UAS-luciferase; Nuclear hormone receptor DAF-12 (Heterodera glycines), GAL4 fusion; HEK293 GAL4-hgDAF12 UAS-luciferase reporter, agonist luminescence; normalized to butyrate control; activation, % at 6.8 µM; 370,000 tested, 1.8% active;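 active = activation above a cutoff set at the mean of all screened compounds plus 3 SD, cut at about 10% in these data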;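 also: 0% = DMSO wells and 100% = sodium butyrate wells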
# ssDAF-12 act: S. stercoralis DAF-12 nuclear receptor activators, primary screen, cell-based, luminescence, HEK293, GRIP1 co-expression, lit1-tk-luc; HEK293 ssDAF-12/GRIP1 lit1-tk-luc reporter; % of 3 µM dafachronic acid response; 370,000 tested, 1% active; Nuclear hormone receptor DAF-12 (Strongyloides stercoralis); activation, % at 6.8 µM;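 active = activation above the mean over all tested compounds plus 3 SD, cut at about 0.9% in these data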;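 also: 0% = DMSO-only wells and 100% = 3 µM delta7-dafachronic acid wells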
# ADAM10 inh: human ADAM10 inhibitors, primary screen, biochemical, QFRET, HTS; Disintegrin and metalloproteinase domain-containing protein 10 (Homo sapiens), O14672; AID 720582, 2013; 370,000 tested, 0.62% active; recombinant ADAM10, EDANS/DABCYL FRET peptide cleavage, 3 h; inhibition, % at 7 µM;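 active = inhibition above a per-campaign cutoff equal to the mean of compounds falling between control-based bounds plus 3 SD, cut at about 20% in these data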;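 also: 0% = DMSO wells while the 100% control is not disclosed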
# Target sequence (O14672 214-748 limits assumed): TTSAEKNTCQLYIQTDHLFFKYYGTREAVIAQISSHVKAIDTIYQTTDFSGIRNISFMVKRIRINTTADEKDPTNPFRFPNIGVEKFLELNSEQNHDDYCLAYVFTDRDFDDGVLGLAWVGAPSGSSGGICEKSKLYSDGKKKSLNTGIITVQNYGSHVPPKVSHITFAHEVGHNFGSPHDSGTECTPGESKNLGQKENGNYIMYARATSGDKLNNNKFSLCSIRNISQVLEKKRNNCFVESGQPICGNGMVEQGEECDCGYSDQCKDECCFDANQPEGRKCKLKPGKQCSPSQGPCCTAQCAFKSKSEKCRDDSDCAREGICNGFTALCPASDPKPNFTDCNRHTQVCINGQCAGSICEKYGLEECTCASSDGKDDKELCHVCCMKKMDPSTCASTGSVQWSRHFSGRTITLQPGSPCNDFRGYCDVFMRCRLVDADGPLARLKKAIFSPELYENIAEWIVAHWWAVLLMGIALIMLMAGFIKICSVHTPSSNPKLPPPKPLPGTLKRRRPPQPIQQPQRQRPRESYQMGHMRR
# sPLA2-III inh: human group III sPLA2 inhibitors, primary screen, biochemical, QFRET, BODIPY PC-A2 liposome substrate | AID 743126, 2013 | Group 3 secretory phospholipase A2 (Homo sapiens), Q9NZ20 | 370,000 tested, 0.56% active | QFRET BODIPY PC-A2 liposome hydrolysis, fluorescence | inhibition, % at 12.2 µM;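 active = inhibition above mean plus 3 SD of compounds lying within the high and low control bounds, cut at about 19% in these data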;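 also: 0% = median of test compound wells and 100% = no enzyme DMSO wells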
# GC-A act: GC-A stimulated cGMP production enhancers – HEK293 GC-A cells, cGMP TR-FRET, EC30 ANP, primary screen. 0% at EC30 ANP, 100% saturating ANP. activation, % at 10 µM. 370,000 tested, 0.14% active; in the data active = activation above about 40%
# GC-B act: human GC-B receptor activators, primary screen, HEK293 GC-B cells, cGMP TR-FRET, EC30 CNP; Atrial natriuretic peptide receptor 2 (Homo sapiens), P20594; 0% at EC30 CNP, 100% saturating CNP; activation, % at 10 µM; 370,000 tested, 0.11% active; AID 1920062, 2024;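 active = activation at 10 µM reaching about 35% in either raw or pattern-adjusted values, limit read from the data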
# DAX1 inh-1: DAX1 (NR0B1) inhibitors, primary screen, cell-based, HEK293, Gal4-DAX1, luciferase luminescence; Nuclear receptor subfamily 0 group B member 1 (Homo sapiens), P51843; HEK293 Gal4-DAX1 luciferase reporter; inhibition, % at 6.75 µM; 340,000 tested, 0.99% active; AID 504766, 2011;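 active = inhibition above the mean over all tested compounds plus 3 SD, cut at about 4.2% in these data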;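 also: 0% = DAX1-transfected cells with DMSO and 100% = empty-vector control cells with DMSO; inhibition shows as a rise in luminescence from relieved DAX1 repression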
# Target sequence (P51843 207-470 limits assumed): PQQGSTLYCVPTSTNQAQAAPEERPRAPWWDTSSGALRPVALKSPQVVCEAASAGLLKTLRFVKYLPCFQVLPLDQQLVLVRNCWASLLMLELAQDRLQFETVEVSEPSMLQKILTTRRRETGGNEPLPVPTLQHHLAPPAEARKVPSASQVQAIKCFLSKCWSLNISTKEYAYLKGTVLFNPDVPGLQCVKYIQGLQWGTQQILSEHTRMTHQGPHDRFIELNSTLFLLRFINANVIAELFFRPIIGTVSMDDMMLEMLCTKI
# DAX1 inh-2: DAX1 (NR0B1) inhibitors on StAR promoter, primary screen, cell-based, luminescence, SF-1 (NR5A1), full-length DAX-1 | HEK293T StAR-luciferase reporter, SF-1/DAX-1 repression relief | inhibition, % at 6.8 µM | 370,000 tested, 1.1% active | AID 652010, 2013;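 active = inhibition above the mean over all tested compounds plus 3 SD, cut at about 3.6% in these data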;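 also: 0% = DAX-1 cells with DMSO and 100% = cells lacking DAX-1 with DMSO; higher inhibition means more luminescence from relief of DAX-1 repression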
# * hit, by the source's call; i = inactive; . = not tested or not shown.
SMILES,SMARCA2 activ,GAA850 FXN act,hcDAF-12 act,hgDAF12 agonist,ssDAF-12 act,ADAM10 inh,sPLA2-III inh,GC-A act,GC-B act,DAX1 inh-1,DAX1 inh-2
Oc1ccc(C[C@@H](CN2CCCC2CN2C(=S)NC[C@@H]2Cc2ccccc2)N2C[C@H](Cc3ccccc3)N(CC3CCCCC3)C2=S)cc1 (stereo partly specified),-5,.,-0.5,2.1,-1.1,-3,7,2,2,.,-0.3
O=C(/C=C/c1cccnc1)c1ccccc1O,0,2.4,-2.6,0.9,-1.2,-33,-5,6,-7,-0.4,-1.1
COc1cccc(NC(C(=O)Nc2cccc(C(C)=O)c2)c2ccccc2)c1 (stereo unspecified),-3,-1.4,-0.1,-1.6,-0.5,8,-22,-6,-3,-2.0,0.8
O=C(Nc1ccccc1F)c1ccccc1-c1ccc(C(F)(F)F)cc1,3,0.3,-1.2,-1.2,-1.0,1,7,-10,0,1.1,0.1
COc1cccc(NC(=O)CNc2cc(S(=O)(=O)N3CCOCC3)ccc2N2CCCC2)c1,0,0.5,-1.0,0.5,-0.5,0,4,1,2,0.1,-0.5
COc1cccc(CN(C)C(=O)CCNC(=O)c2ccco2)c1,-4,0.3,0.9,-1.3,-1.2,-11,14,3,-2,0.2,2.5
COc1ccc(-c2csc(Nc3ccc(S(N)(=O)=O)cc3)n2)cc1,-2,0.2,-0.9,-1.1,-1.3,-10,-3,4,2,-0.3,-0.9
Cc1cc(C)nc(NC(=O)c2ccc([N+](=O)[O-])c(C)c2)n1,-3,0.5,-0.2,0.0,-0.1,2,2,2,-2,0.4,0.5
COCCNC(=S)N1CCC2CC1c1cc(-c3ccc4c(c3)OCO4)ccc12 (stereo unspecified),-3,.,-3.0,1.9,-1.1,13,6,0,-5,.,-1.3
Cc1ccc(CNC(=O)C2(C)Oc3ccccc3NC2=O)cc1 (stereo unspecified),2,1.3,-1.3,-1.3,-1.1,0,-3,1,3,0.6,0.2
COc1ccc(NC(=S)NCC(c2ccco2)N2CCCC2)cc1 (stereo unspecified),-3,0.6,-0.6,1.7,-1.0,-6,9,-2,2,3.3,0.5
CCn1nnnc1-c1ccc(OC)c(S(=O)(=O)NCc2ccccc2)c1,1,1.1,1.6,1.9,-1.3,2,6,-2,1,-0.8,-0.5
Nc1ccn([C@@H]2O[C@H](C(=O)N3CCN(C(=O)C(F)(F)F)CC3)[C@@H](O)[C@H]2O)c(=O)n1,-2,.,0.7,-0.1,-1.2,-2,-6,0,1,.,1.6
Cc1nc2cc(C(F)(F)F)ccc2n1CCNc1nc(-c2ccc([N+](=O)[O-])c(Cl)c2)cs1,2,1.4,-2.1,1.3,-2.0,16,6,-6,-14,1.5,-0.7
Fc1ccccc1CCNc1nnnn1-c1ccccc1,-3,0.7,-1.4,-0.1,-1.0,-11,-3,-2,3,0.3,-0.1
COC(=O)NNC(=O)c1ccccc1C,-2,-0.5,1.4,1.4,-1.0,0,2,0,1,0.8,-0.1
Cc1ccc(CNC(=O)c2cc(C)nn2-c2ccccc2)cc1,-1,-1.1,-2.8,-1.9,-1.8,4,-1,3,0,2.1,0.6
C/C(=N/OC(=O)c1ccccc1)c1oc(C)nc1C,-4,1.1,-1.2,-0.2,-0.9,-10,9,-4,4,-1.4,-0.6
Cc1ccc(O)c(CNc2cccc3cccnc23)c1,-5,-2.1,2.9,-4.2,-1.0,8,3,-6,-3,-0.6,-1.1
Cc1ccc2nc(SC(C)C(=O)N3CC(C)OC(C)C3)[nH]c2c1 (stereo unspecified),-1,-0.5,3.5,-0.2,-0.7,-1,3,-2,9,-0.2,-0.3
CCc1ccc(S(=O)(=O)NCCc2cn3cccc(C)c3n2)s1,8.1*,3.2,4.6,4.5,2.2*,2,9,-2,2,-1.4,0.9
Cc1cc(OC(C)C(=O)NC(Cc2c[nH]c3ccc(O)cc23)C(=O)O)c2c(C)c(C)c(=O)oc2c1 (stereo unspecified),-1,-0.5,-0.1,1.4,-0.6,-150,-13,4,-1,-0.1,0.0
O=C(CN1C(=O)C2CC=CCC2C1=O)Nc1nc2ccccc2[nH]1 (stereo unspecified),-1,-2.6,1.5,1.9,-0.3,-18,2,0,5,5.4*,0.4
COc1ccc(N2C(=O)CC(NCc3cccc(F)c3)C2=O)cc1 (stereo unspecified),-2,-1.7,-0.7,-1.9,-1.2,-14,9,2,5,2.3,0.4
Cc1cc(C(=O)Nc2cccc(C)c2C)n(-c2ccccc2)n1,0,4.1,3.1,1.1,0.0,5,-1,3,2,-0.8,-0.3
C[C@@H]1C[C@H](O)CCCCCC(=O)Cc2cc(O)cc(O)c2C(=O)O1,2,.,-2.7,0.8,-1.4,-7,8,6,11,.,0.1
O=C(CO/N=C1\CCCc2nonc21)Nc1ccccc1Cl,-2,0.4,-0.3,1.2,-0.4,4,6,0,1,1.7,0.7
CCOC(Cn1c(SCC(=O)Nc2cc(C)on2)nc2ccccc2c1=O)OCC,3,-1.0,-0.2,2.1,-0.9,-3,1,0,3,0.2,-0.5
CCCn1nnnc1NCc1ccccc1OCC,-2,-0.1,-0.9,0.6,-0.8,1,-5,1,1,0.4,-0.2
O=C(NCc1ccc(F)cc1)c1ccc(S(=O)(=O)N2CCCCC2)cc1,2,0.0,0.1,0.2,-1.3,-7,2,3,1,-0.3,-1.7
Cc1cc(NS(=O)(=O)c2ccc(NC(=O)CSc3nc4ncc(Cl)cc4[nH]3)cc2)nc(C)n1,4,0.3,-1.2,-1.2,-1.4,-9,-10,4,5,1.2,1.3
CCCN(CCC)S(=O)(=O)c1ccc(C(=O)O)cc1,-5,-0.2,0.4,1.4,0.3,-7,3,0,0,0.9,-0.3
CC(=O)C1=C(C)N(Cc2ccc(Cl)cc2)C(=S)NC1c1ccc(F)cc1 (stereo unspecified),-2,.,0.6,3.2,-1.4,17,1,-10,-7,.,0.3
CC(=O)N1CCN(C(=O)c2cc(-c3ccc(Cl)s3)nc3ccccc23)CC1,-1,-1.0,-1.5,0.8,-0.8,i,-2,1,5,-0.5,-1.4
COc1ccc(N2C(=O)CC(N3CCC(O)(c4ccc(Br)cc4)CC3)C2=O)cc1 (stereo unspecified),-1,0.1,-1.6,-0.6,-1.5,5,-1,0,0,-0.3,0.9
COc1cc(NC(=O)Cn2cnc(C(=O)Nc3ccc(C)c(C)c3)n2)cc(OC)c1OC,1,-0.4,-1.2,-1.1,-1.3,2,-1,-1,4,0.3,0.6
COc1cc(C2N(c3cc(C)on3)C(=O)C3CCCN32)cc(OC)c1OC (stereo unspecified),-1,-0.2,-1.3,-0.9,-1.3,-1,1,-1,-1,0.2,0.2
COC(=O)C1=C(N)c2c(F)cccc2C1(C#N)c1ccc(F)cc1 (stereo unspecified),0,-1.7,-0.4,-0.5,-1.0,-92,-3,5,-1,0.7,0.6
Cc1ccc(C(=O)NC(=S)NNC(=O)COc2ccccc2C)cc1,1,0.9,1.7,2.7,-0.9,7,-3,3,-1,0.6,1.7
CCOc1ccccc1NC(=O)CCn1nc(C)c(S(=O)(=O)N2CCCCC2)c1C,2,-1.0,0.7,0.5,-0.9,0,4,3,0,-0.3,-0.4
Cc1ccccc1OCc1nnc(SCC(=O)Nc2ccc3c(c2)OCO3)n1C,0,-1.9,0.9,-1.3,-0.4,3,-3,-2,-2,-0.6,-0.1
NC(=O)Cn1c(=O)n(Cc2ccco2)c(=O)c2c3c(sc21)CCCCC3,4,-1.2,2.8,-3.3,0.0,-3,-1,3,-3,0.7,0.3
O=C1C(=O)N(C2CCCC2)C(=O)N1Cc1c(F)cccc1Cl,-5,0.8,-0.2,-0.4,-0.9,21*,2,2,9,-0.6,-0.3
O=S(=O)(Cc1ccccc1Cl)NCc1ccccc1,2,1.5,0.1,-0.6,-1.6,-3,-3,-4,-1,.,0.3
Clc1ccc(C2=Nn3c(nnc3-c3cccnc3)SC2)s1,-3,2.0,-2.1,0.1,-0.9,-7,-6,-47,-18,0.4,0.2
Cc1nc(SCC(=O)Nc2ccnc3ccccc23)n[nH]1,-1,-2.8,-0.9,0.9,-1.4,0,-3,-2,-6,-2.4,-1.3
C=CCOc1cccn2c(N(C=O)Cc3ccccc3)c(CC)nc12,-3,-0.4,-1.5,-1.2,-1.5,-27,11,-3,0,.,-1.2
COc1ccccc1Nc1nc(-c2sc(NC(=O)c3ccccc3)nc2C)cs1,2,0.7,1.1,-1.5,-1.4,-9,8,-2,-2,1.3,0.1
Cn1c(SCc2cccc(Br)c2)nc2ccccc2c1=O,-1,-0.2,0.6,-0.8,-1.4,4,-1,-18,-6,0.0,-0.7
O=C(/C=C/[C@H]1O[C@@H](n2cnc3c(NC(=O)c4ccccc4)ncnc32)[C@H](O)[C@@H]1O)NCC1CCCCC1,0,.,-0.8,2.2,-0.8,-12,4,1,-2,.,1.3

# Brought forward from above: 2 entries, then new ones.
SMILES,SMARCA2 activ,GAA850 FXN act,hcDAF-12 act,hgDAF12 agonist,ssDAF-12 act,ADAM10 inh,sPLA2-III inh,GC-A act,GC-B act,DAX1 inh-1,DAX1 inh-2
Cn1c(SCc2cccc(Br)c2)nc2ccccc2c1=O,-1,-0.2,0.6,-0.8,-1.4,4,-1,-18,-6,0.0,-0.7
O=C(/C=C/[C@H]1O[C@@H](n2cnc3c(NC(=O)c4ccccc4)ncnc32)[C@H](O)[C@@H]1O)NCC1CCCCC1,0,.,-0.8,2.2,-0.8,-12,4,1,-2,.,1.3
Clc1ccccc1Cn1nnc2c(NCC3CC3)ncnc21,0,2.2,0.0,-1.4,-1.0,0,4,9,-6,-0.9,1.4
S=C(NCCCc1ccccc1)NC1CCCCC1,1,0.7,-2.1,2.8,-0.6,4,10,1,4,0.0,1.1
COc1cc(OC)c(OC)cc1CNC(=O)CCN1C(=O)c2cccc([N+](=O)[O-])c2C1=O,-4,-1.7,-2.5,0.5,-0.8,-1,0,-1,0,1.7,-0.3
Cc1ccccc1-c1nc(CS(=O)CC(=O)NCc2ccccn2)c(C)o1 (stereo unspecified),-3,0.2,-0.3,-1.6,-0.7,2,0,1,-2,0.5,0.0
CCOC(=O)CSc1nc(C(C)C)nc2sc(C)c(C)c12,1,6.0,-1.7,-1.5,-1.3,1,1,-7,-4,0.1,-0.3

# An unsorted share of the library, and some 6.6% of all compounds hit somewhere here.
